mcGAS RapidFire: blocks mouse cGAS cGAMP production. Q8C6L5. recombinant mouse cGAS, cGAMP by RapidFire MS. inhibition, % at 12.5 µM. actives 0.18% (n = 130,000). AID 1259397;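 active = inhibition of cGAS enzyme activity at or above 60%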;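 note: enzyme stimulated by 45 bp dsDNA with ATP and GTP substrates; cGAMP share of summed cGAMP plus half ATP and half GTP signals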
Target sequence (Q8C6L5 whole entry, looked up): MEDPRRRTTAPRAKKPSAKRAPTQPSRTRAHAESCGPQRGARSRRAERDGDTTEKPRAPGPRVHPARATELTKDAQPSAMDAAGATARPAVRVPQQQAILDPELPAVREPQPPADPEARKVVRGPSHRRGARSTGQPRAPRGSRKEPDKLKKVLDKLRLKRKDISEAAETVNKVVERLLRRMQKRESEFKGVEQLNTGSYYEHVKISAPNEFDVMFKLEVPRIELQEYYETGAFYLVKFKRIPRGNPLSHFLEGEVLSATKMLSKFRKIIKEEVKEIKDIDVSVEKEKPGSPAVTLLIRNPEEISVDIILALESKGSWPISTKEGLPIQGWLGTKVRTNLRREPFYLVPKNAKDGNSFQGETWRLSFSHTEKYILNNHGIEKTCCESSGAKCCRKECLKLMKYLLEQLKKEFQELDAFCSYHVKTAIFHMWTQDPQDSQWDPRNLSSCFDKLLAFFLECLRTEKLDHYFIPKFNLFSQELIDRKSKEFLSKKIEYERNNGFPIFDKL
Active calls of the source: *; & = joins results of further samples. The list is partial; count on the stated rates, not on these rows.

Molecule	mcGAS RapidFire
CC(C)(C)N1CC(C(=O)N2CCC(CCC(=O)NC3CC3)CC2)CC1=O (stereo unspecified)	9.0
COc1ccc(Br)cc1/C=C1/SC(=S)N(CC(=O)O)C1=O	0.5
COc1cc(C(=O)N(C)CCN2CCC(C)CC2)ccc1F	-11.1
CCN(CC)C(=O)Cn1cc(C(=O)N2CCCC2c2nc3ccccc3s2)nn1 (stereo unspecified)	-11.2
COc1cccc(C(=O)Nc2c(C)nc3cc(C)ccn3c2=O)c1OC	-7.3
COCCn1ccnc1C1CC(=O)Nc2c1c(C1CC1)nn2C (stereo unspecified)	-16.1
O=C(CN1C2=NCCN2c2ccccc21)c1cccc(Br)c1	-12.6
CCN1CCCCC1CNC(=O)NCc1ccc(S(C)=O)cc1 (stereo unspecified)	-47.4
O=C(NC1CCc2cc(F)ccc21)NC(c1nccs1)C1CC1 (stereo unspecified)	-0.7
CC(C)c1ccc(CNC(C)c2ccc3c(c2)OCCO3)cc1 (stereo unspecified)	-13.3
CC1(C(=O)NS(=O)(=O)c2cccc(F)c2)CCN1C(=O)C1(c2ccccc2)CC1 (stereo unspecified)	-19.6
COCCCNC(=O)c1ccc2ccccc2c1	-6.8
CCCNC(=O)c1cnn(-c2ccccc2)c1C1CC1	1.8
CN(Cc1csc(-c2cnn(C)c2)n1)CC1CCN(CCO)CC1	-9.5
Cc1nnc(SCC(=O)NCC2CC(C(C)C)=NO2)s1 (stereo unspecified)	-5.3
O=c1ccc(Br)cn1CCn1cc(Br)cn1	-10.1
CC(=O)N1CCN(C(=O)CN2CCc3ccccc32)C(C)C1 (stereo unspecified)	1.5
Cc1cccnc1CC(C)N(C)C(=O)c1ccc2cccnc2n1 (stereo unspecified)	-7.5
O=C(Cc1ccccc1)Nc1ccnn1C1CCN(Cc2ccc(C3CCCC3)s2)CC1	-11.2
CCn1c(C2CCCN(C(=O)c3cnnn3-c3ccccc3)C2)nn(C)c1=O (stereo unspecified)	15.2
CCCCCN1CC2=C(C1=O)C(c1ccc(OC)cc1)NC(=O)N2 (stereo unspecified)	0.0
CC1CC(C)CN(Cc2nc(N)nc(N)n2)C1 (stereo unspecified)	6.2
Cn1ccnc1C1CCCCN1Cc1c(C(=O)N2CCCCCCC2)nc2sccn12 (stereo unspecified)	5.5
CCOC(=O)c1c(C)[nH]c(C(=O)C(C)OC(=O)c2cnc(C)cn2)c1C (stereo unspecified)	-55.7
C1CCN2C[C@@H]3C[C@H](CN4CCCC[C@@H]34)[C@H]2C1	-8.7&6.3
CCOc1ccc(NC(=O)CSc2nc3c(cnn3CCO)c(=O)[nH]2)cc1	-27.2
CCc1[nH]c2c(CNC(=O)Nc3c(C)noc3C)cc(C)cc2c1C	-19.2
COc1ccc(-n2c(C)cn3c4c(=O)[nH]c(=O)n(C)c4nc23)cc1Cl	-8.9
COCCn1c(C)cc(O)c(C(c2ccccc2OC)N2CCCCC2)c1=O (stereo unspecified)	-5.2
CCN(CC(=O)Nc1cccc(F)c1C)Cc1cnn(CC)c1	-4.3
Cc1cc(C)c(NC(=O)C2=CC=CN3CCS(=O)(=O)N=C23)c(C)c1	-1.9
O=C1c2cccc3cccc(c23)C(=O)N1CCCCCc1n[nH]c(=S)o1	-0.7
CC(CC(=O)N1CCOC(C)C1)NC(=O)c1ccccc1 (stereo unspecified)	-0.5
COCc1c(C(=O)NCC(F)(F)F)sc2ccccc12	-5.9
O=S(=O)(Cc1ncc(-c2cccc(F)c2)o1)CC1CCCO1 (stereo unspecified)	-4.4
CCOc1cc(S(=O)(=O)NCc2ccco2)c(OCC)cc1C	6.3
Cc1cc(C(=O)COC(=O)CCCc2c[nH]c3ccccc23)c(C)n1Cc1ccco1	-17.6
CC(C)Oc1ccc(C(=O)N2CCn3c(nnc3C(N)=O)C2)cc1	-1.8
Cc1nn(C)c(N2CCOCC2)c1CN1C[C@H](N)C[C@H]1C(=O)NC(C)C	-5.6
N#Cc1ccc(Nc2ccc(N3CCCC3)c(F)c2)nc1	-11.6
O=C(OCCc1cc2cc(Br)ccc2o1)C1CC(=O)N(CC(F)(F)F)C1 (stereo unspecified)	-33.5
O=C(CCN1CCCCC1)Nc1c2c(cc3c1CCC3)CCC2	-6.6
COc1ccc(-c2c(C)nn3c2ncc2c(=O)n(-c4ccc5c(c4)OCCO5)ccc23)cc1	-10.5
Brc1cccc(CNc2nn[nH]n2)c1	-2.1
O=C(NCCc1cccc(C(F)(F)F)c1)c1ccc(CSc2ncn[nH]2)o1	-1.0
CCOC(=O)C1(CCc2ccccc2)CCCNC1 (stereo unspecified)	-38.1
C=C[C@@](C)(O)CCC1C(=C)C[C@H](O)C2C(C)(C)CCCC12C (stereo partly specified)	-5.4
CC(=O)N1CCc2c(sc(NC(=O)/C=C/c3cccc([N+](=O)[O-])c3)c2C(N)=O)C1	-2.3
O=C1CN(C(=O)c2ccn(-c3ccccc3Cl)n2)c2ccccc2N1	-13.3
COC(=O)C1=C(C)N2CCS(=O)(=O)N=C2S1	6.1

(cont.)
Molecule	mcGAS RapidFire
O=c1c(O)c(-c2ccc(O)c(O)c2)oc2cc(O)ccc12	8.5
O=C(NCc1nc(-c2ccccc2)no1)c1csc(Nc2ccccc2)n1	-12.8
Nc1noc(CCNC(=O)C2(c3cccc(F)c3)CCCC2)n1	-7.8
Cc1nc(-c2noc(-c3ccncc3)n2)cn1CC(=O)Nc1ccc(Cl)cc1	-5.7
O=C(COC(=O)c1ccco1)NC1CCCC1	-6.9
COC(=O)c1cc(NC(=O)C2CCCN(C(=O)c3ccco3)C2)ccc1F (stereo unspecified)	-0.8
O=c1[nH]c(CNCc2ccco2)nc2c(Br)cc(Br)cc12	-13.1&-6.0
O=C(CC1CCCO1)Nc1cc(Cl)c(Cl)cn1 (stereo unspecified)	-5.3
CCOC(=O)C1(CC2CC2)CCN(C(=O)c2[nH]c3ccc(Cl)cc3c2C)CC1	-4.9
COc1ccc(OC)c(-n2c(C)cn3c4c(=O)n(C(C)C(C)=O)c(=O)n(C)c4nc23)c1 (stereo unspecified)	-0.7
C=CCN(CC=C)Cc1c(C)[nH]c2c(C)cc(C)cc2c1=O	-5.5
COc1ccccc1NC(=O)c1cn(C)c2c(=O)n(-c3ccc(Cl)cc3)c(=O)[nH]c12	-29.8
CCN1CC(CN(C)Cc2cnc(S(C)(=O)=O)n2CC(C)C)CC1=O (stereo unspecified)	4.6
OC1(c2ccc(OCc3ccccc3)cc2)CCOCC1	-3.5
CC(=O)NCC(=O)N1CCC2(CC1)CCN(Cc1ccccc1)C2=O	-0.3
O=C(c1cc(Br)c[nH]1)N1CCN(c2ccccc2)CC1	-5.2
Cc1cc(-n2nc(C)cc2NS(=O)(=O)c2cccs2)nc(C)n1	-4.0
Cc1c(NC(=O)Cc2csc(NC(=O)Nc3cccc(Cl)c3)n2)c(=O)n(-c2ccccc2)n1C	5.7
O=C(CSc1ccccn1)N1CCCC(Nc2ccccc2)C1 (stereo unspecified)	-7.2&-2.5
COC1=CCC2=C(CCNC2Cc2ccc(O)cc2)C1 (stereo unspecified)	-10.7

In a second layout: 3 of the compounds above
compound: C=CCN(CC=C)Cc1c(C)[nH]c2c(C)cc(C)cc2c1=O
- mcGAS RapidFire = -5.5
compound: COc1ccccc1NC(=O)c1cn(C)c2c(=O)n(-c3ccc(Cl)cc3)c(=O)[nH]c12
- mcGAS RapidFire = -29.8
compound: CCN1CC(CN(C)Cc2cnc(S(C)(=O)=O)n2CC(C)C)CC1=O (stereo unspecified)
- mcGAS RapidFire = 4.6

Next results follow:
Molecule	mcGAS RapidFire
CCOC(=O)c1c(C)nc2sccn12	-10.7
C=CCn1c(SC2CCN(C3CC3)C2=O)nc2ccccc21 (stereo unspecified)	-1.8
COC(=O)Cn1c(=O)c2c(nc3n2CCCN3c2ccc(C)cc2C)n(C)c1=O	-8.8
c1ccc(Cn2c(SCc3nnc(-c4ccccc4)o3)nnc2C2CC2)cc1	-3.6
CCn1ccnc1CN(C)C(=O)c1cc(COc2ccc(Cl)cc2OC)on1	-6.9
CCCCn1c(N)c(N(CC)C(=O)C(C)(C)C)c(=O)[nH]c1=O	-6.8
COc1cc(-c2ccc(=O)n(Cc3cccc4ccccc34)n2)cc(OC)c1OC	-17.8
N#CCCn1cc(/C=C/C(=O)N2CC(C(N)=O)Oc3ccccc32)c2ccccc21 (stereo unspecified)	3.9
O=C(NCc1cscn1)C1(c2ccccc2Cl)CCOCC1	-13.2
CCOC1CC(NC(=O)N(C)C(C)c2cccnc2)C12CCC2 (stereo unspecified)	-4.2
Cc1nc2n(n1)C(=O)C(C(c1ccc(Cl)cc1)N1CCC3(CC1)OCCO3)S2 (stereo unspecified)	-6.9
Cn1cc(C(=O)N(Cc2ccccc2)[C@@H]2CCCC[C@H]2O)ccc1=O	-10.0
COC(=O)c1cccc(OCC(O)Cn2cnc3cc(F)ccc3c2=O)c1 (stereo unspecified)	-15.7
COc1ccc(OC)c(NC(=O)c2cccnc2Nc2cccc(C)c2C)c1	-3.3
CCOC(=O)C1(CCCc2ccccc2)CCN(C(=O)Cc2nonc2C)CC1	-12.9
CS(=O)(=O)c1nc(-c2ccc(F)c(Cl)c2)c2c(N)n(-c3ccccc3Cl)nc2n1	5.7
CCOC(=O)Nc1ccc2c(CSCc3cccc(F)c3)cc(=O)oc2c1	-3.8
C=CCn1c(SCC(=O)NC2CCCCCCC2)nnc1C1CCCCC1	-4.9
Cc1cccc(-n2nnnc2SCC(=O)N2CCc3ccccc32)c1	-5.9
Cc1ccc(NC(=O)Cn2ccnc2-c2ccccn2)cc1	-10.7
CN1CCC(N(C)C(=O)Nc2ccc(C(F)(F)F)cc2)C1=O (stereo unspecified)	-6.4
Cc1cc(C)n(-c2ccc(N3CCC(N[C@H]4CC=CC[C@H]4C(N)=O)CC3)cc2)n1	-3.7
O=C(O)CN(CCP(=O)(c1ccccc1)c1ccccc1)CC(=O)O	43.9
Cc1nn(C)c2ncc(NC(=O)C3CC=CCC3)cc12 (stereo unspecified)	-5.8
Cc1sc(=O)n(CC(=O)NCCc2ccc(F)cc2)c1C	-13.7
CCc1ccc(CN(C)C(=O)Cn2nnnc2CN2CCC(C)CC2)nc1	4.4
CC(NC(=O)COc1ccc2cc(Br)ccc2c1)c1ccc(F)cc1 (stereo unspecified)	-3.4
O=C(CCl)N1CCN(S(=O)(=O)c2ccc(F)c(Cl)c2)CC1	-5.8
Cc1nn(CC(=O)N[C@@H]2C[C@H]3C(=O)N(C)CC(=O)N3C2)c(C)c1C	-6.2
COC(=O)[C@@H](NC(=O)C1CCCn2ccnc21)C(C)(C)C (stereo partly specified)	0.9
CC(C)C(=O)NCCNC(=O)c1cnc2ccccc2c1N1CCCC1	-16.5
COc1cccc(C(=O)Nc2c3c(nn2-c2cccc(C)c2C)CS(=O)C3)c1 (stereo unspecified)	-5.5
CCNC(=O)COc1ccc(/C=C2/C(=O)Nc3ccc(Cl)cc32)cc1OCC	1.5
CN(C)C=Nc1ncnc2c1cnn2-c1ccccc1	-4.4
CC(C)C(NC(=O)c1cccs1)C(=O)Nc1ccc2nccnc2c1 (stereo unspecified)	2.9
N#Cc1cc(NC(=O)c2ccc(Cl)cc2)c(=O)n2c1sc1ccccc12	-2.8
O=S(=O)(NCCCN1CCN(c2ncccn2)CC1)c1ccc2c(c1)CCCC2	2.1
O=C(Nc1ccc(CC(=O)N2CCC(O)CC2)cc1)c1ccsc1	-11.8
COCCn1c(CN2CCCCC2C)nc2c1c(=O)n(C)c(=O)n2C (stereo unspecified)	3.0
CCCCN1C(=O)c2ccccc2NC12CCN(S(=O)(=O)c1c(F)cccc1F)CC2	-4.1
COc1cc(COC2CCCN(S(=O)(=O)c3ccc(F)cc3)C2)cc(OC)c1 (stereo unspecified)	-3.1
COC(=O)CC(NC(=O)c1ccc(N2CCOCC2)nc1)c1ccccc1Cl (stereo unspecified)	-6.5
Cc1cc(OCC(O)CN2CCC(C)CC2)nnc1C (stereo unspecified)	-4.6
COc1ccc(C2CC(c3ccc4ccccc4c3O)=NN2)cc1OC (stereo unspecified)	-20.3
O=C(NNc1ncccn1)c1cc(Cl)c[nH]1	1.1
CCSc1nnc(SCC(=O)NC(=O)NC(C)(C)C)s1	-10.3
Cc1occc1-c1n[nH]c(=S)o1	5.0
CC(=O)OC1(C#CI)C2CC3CC(C2)CC1C3 (stereo unspecified)	-4.1
CC(C)Sc1nnc(-c2ccc(=O)n(C)c2)n1C	-5.2
CC(=O)Nc1ccc(C=NCCc2cccs2)cc1	0.5

Remaining list, next part:
Molecule	mcGAS RapidFire
CCC(=O)C1=C(c2cccc(OC)c2)N(C(=O)CC)n2c(C)nnc2S1	-0.1
O=C1C(=Cc2csnn2)CN(CC(F)F)CC1=Cc1csnn1	6.2
CCCCNC(=O)CSc1ncnc2c1cnn2-c1ccc(F)cc1	-0.1
Cn1c2nc3ccccc3nc2c2c(=O)n(C3CCCC3)cnc21	-7.5
N#CCCN(Cc1ccco1)S(=O)(=O)CC1CCCCC1	-11.7
CCOC(=O)C1(Cc2ccccc2Cl)CCN(C(=O)CCc2ccccc2)CC1	0.6
O=C(CN1C(=O)C(Oc2ccccc2)C1c1ccccn1)NCC(O)c1ccc(O)cc1 (stereo unspecified)	-3.3
CCOC(=O)CNC(=O)CSC1=NS(=O)(=O)c2ccccc2N1	-3.7
COc1ccccc1C(=O)Nc1ccnn1C1CCN(C(=O)c2ccccn2)CC1	-4.8
CN(C(=O)NCc1ccncc1)C1CCCN(c2ccccc2)C1=O (stereo unspecified)	-6.3
O=C(NC1CC(=O)N(c2ccccc2)C1)c1cc2c([nH]c1=O)CCC2 (stereo unspecified)	-7.3
CCC(=O)Nc1ccc(OCC(=O)NCc2nc(C)c3c(n2)CCCC3)cc1	-7.8
